# IDH1 R132H inh = blocks human mutant IDH1 R132H enzyme | O75874 | IDH1-R132H enzyme, NADPH consumption, diaphorase/resazurin fluorescence | Potency, µM (series often up to 76.6 µM), for inactives: at the highest dose activity change, negative = inhibition, most hits filed as inhibitors | hit rate 0.093% among 390,000 | AID 602179; also: potency is read from the fitted curve at half-maximal effect; % is scaled to controls: 0 for no effect and ±100 for the full control effect; nearly all actives have a fitted effect of over 65% in size
#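 IDH1-R132H (0.5 ug/mL) preincubated 30 min with compound, then NADPH (0.016 mM) and alpha-KG (2 mM) added; 80 min at RT, pH 7.5. Remaining NADPH coupled via diaphorase/resazurin to fluorescence (540/590 nm); concentration-response curves normalized to no-enzyme control.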
# Vif-APOBEC3G blk = blocks the Vif interaction with human APOBEC3G. Q9HC16. HeLa A3G-eYFP + Vif (tagged APOBEC3G with the HIV-1 protein that degrades it), YFP fluorescence, overnight. Potency, µM (titrated, usually from 46.1 µM), without a hit: top-dose activity, negative = active, usual class: inhibitors. hit rate 0.076% among 410,000. AID 602310;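 also: potency is read from the fitted curve at half-maximal effect; % is scaled to controls: 0 for no effect and ±100 for the full control effect; nearly all actives have a fitted effect of over 60% in size; hits raise eYFP signal because A3G escapes Vif-driven loss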
#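 Read-out is eYFP fluorescence (Ex 488/Em 500-530) from Vif-expressing HeLa A3G-eYFP cells; more signal means A3G escaped Vif-mediated degradation. Cells plated overnight, compound pinned in, incubated overnight at 37 deg C.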
# TrxR1 substrate = rat thioredoxin reductase 1 substrate activity. purified TrxR1 substrate turnover, NADPH consumption readout. Potency, µM (highest dose often 114 µM), for the others: top-dose activity change, negative = substrate turnover. hit rate 0.01% among 390,000. AID 588456; also: potency is read from the fitted curve at half-maximal effect; % is scaled to controls: 0 for no effect and ±100 for the full control effect; nearly all actives have a fitted effect of over 50% in size
#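 Rat TrxR1, dispensed at 90 nM, was prereduced with 400 uM NADPH (final) for 5 min at ~22 deg C, then incubated with compound 15 min before 400 uM selenite. A first-read NADPH fluorescence drop versus no-compound background flagged substrates.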
# LDHA inh = blocks human lactate dehydrogenase A | purified LDHA, NADH/diaphorase-resazurin fluorescence; stronger effect = lower value | activity change, % (values are at about 110 or 230 µM) | AID 1347041 | hit rate 0.15% among 480,000 | P00338; in the data active = activity change below about -30%; inconclusive = mostly about -25% to -30%;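 also: plate controls were DMSO wells for no effect and wells without enzyme for full effect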
#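 Human LDH5 (2 nM) was incubated with 0.06 mM NADH and 0.2 mM pyruvate for 5 min at room temperature in Tris pH 7.4. Remaining NADH was coupled through diaphorase/resazurin, and resorufin fluorescence was read at 0 and 20 min.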
# PI4K2A block = PI4K2A (human) kinase inhibition | Q9BTU6 | AID 1346378 | activity change, negative = inhibition, % at 76.9 µM | hit rate 0.13% among 420,000 | purified PI4K2A, ADP-Glo luminescence, 1 h; stronger effect = lower value; in the data active = activity change below about -50%; inconclusive = mostly about -30% to -49%;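 also: -100% = wells without enzyme as full effect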
#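 Compounds are screened against recombinant PI4K2A using PI as substrate and ATP, the latter dispensed at 300 microM. Reactions run one hour at ambient temperature before ADP-Glo detection; full inhibition defined by wells lacking enzyme.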
# RXFP1 ag = agonists of human relaxin receptor RXFP1. HEK293T-RXFP1 cAMP TR-FRET, 30 min; response scale: percent of porcine relaxin response, buffer zero. Potency, µM (top dose mostly 57.5 µM), for inactives: top-dose activation, most hits filed as activators. hit rate 0.3% among 370,000; also: potency is read from the fitted curve at half-maximal effect; % is scaled to controls: 0 for no effect and ±100 for the full control effect; nearly all actives have a fitted effect of over 60% in size; many of its hits are not listed in these tables
#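 HEK293 cells stably expressing RXFP1, treated 30 min at 37C with compounds plus PDE4 inhibitor Ro 20174; cAMP measured by HTRF TR-FRET. Normalized to buffer and 29 nM porcine relaxin; EC50 by Hill fit.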
# Vif-APOBEC3F blk = blocks the Vif interaction with APOBEC3F; HeLa A3F-eYFP + Vif (tagged APOBEC3F with the HIV-1 protein that degrades it), YFP fluorescence increase; Potency, µM (series often up to 46.1 µM), for inactives: at the top dose activity, negative = active; hit rate 0.2% among 390,000; AID 602313; also: potency is read from the fitted curve at half-maximal effect; % of control where 0% means no effect; nearly all actives have a fitted effect of over 65% in size
#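 Fluorescence increase (Ex 488/Em 500-530) after overnight compound treatment at 37 deg C flags inhibition of Vif-driven A3F-eYFP loss in stable HeLa A3F-eYFP/Vif cells seeded overnight beforehand.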
# Glioma ERSR ind = inducers of ER stress response in human glioma cells | U87-MG GRP78 promoter luciferase reporter, 16 h | Potency, µM, for inactives: at the top dose activation, usual class: activators | hit rate 0.02% among 420,000 | AID 602332; also: potency is read from the fitted curve at half-maximal effect; series mostly up to about 76 µM; % of control where 0% means no effect; nearly all actives have a fitted effect of over 35% in size
#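 ERSR induction read as luciferase luminescence (Bright-Glo, 10 min at room temperature) in stably transfected human U87-MG glioma cells exposed to compounds for 16 h, using GRP78 as sensor.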
# USP1-UAF1 inh = USP1/UAF1 (human) deubiquitinase inhibition; O94782; recombinant USP1/UAF1, Ub-Rhodamine cleavage fluorescence; Potency, µM (top dose mostly 57.1 µM), inactives show at the highest dose activity change, negative = inhibition, most hits filed as inhibitors; hit rate 0.23% among 390,000; AID 743255; also: potency is read from the fitted curve at half-maximal effect; % is scaled to controls: 0 for no effect and ±100 for the full control effect; nearly all actives have a fitted effect of over 60% in size; inactives centre near -12
# Target sequence (O94782 whole entry, looked up): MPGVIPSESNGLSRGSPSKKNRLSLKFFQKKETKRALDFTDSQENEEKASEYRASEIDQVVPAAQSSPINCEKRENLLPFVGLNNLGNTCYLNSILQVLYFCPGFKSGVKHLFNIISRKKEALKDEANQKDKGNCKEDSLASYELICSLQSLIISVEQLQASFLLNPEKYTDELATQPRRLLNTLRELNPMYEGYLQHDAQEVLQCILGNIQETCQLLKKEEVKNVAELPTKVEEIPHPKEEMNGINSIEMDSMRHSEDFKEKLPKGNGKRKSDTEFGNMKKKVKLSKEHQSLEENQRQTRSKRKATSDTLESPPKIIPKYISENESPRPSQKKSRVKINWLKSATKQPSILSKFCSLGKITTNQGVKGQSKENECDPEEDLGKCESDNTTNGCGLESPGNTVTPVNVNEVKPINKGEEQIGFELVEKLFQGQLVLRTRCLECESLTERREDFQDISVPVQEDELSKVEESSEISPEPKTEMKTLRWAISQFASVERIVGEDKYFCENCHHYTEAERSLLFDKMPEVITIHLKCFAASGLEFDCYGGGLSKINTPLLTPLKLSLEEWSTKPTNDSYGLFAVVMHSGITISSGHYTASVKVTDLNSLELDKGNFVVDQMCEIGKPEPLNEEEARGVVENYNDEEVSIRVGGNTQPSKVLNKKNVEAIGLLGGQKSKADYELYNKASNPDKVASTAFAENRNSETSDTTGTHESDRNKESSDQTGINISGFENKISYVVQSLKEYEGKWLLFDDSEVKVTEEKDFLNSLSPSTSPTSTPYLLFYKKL
#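 High-throughput fluorogenic screen: 1nM USP1/UAF1 complex, Ub-Rho substrate 150nM final, 50mM HEPES pH 7.8 with 0.5mM EDTA, 0.1 mg/ml BSA, 1mM TCEP and 0.01% Tween-20.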
# * = called active by the depositor; u = inconclusive; x = no result given; & = joins results of further samples; [ ] = dose if it differs, or a comment. Unless noted, calls follow the shape of the dose curve; as a rule, active = well fitted curve in the direction sought with a large enough effect; inconclusive = small, poorly fitted or top-dose-only effect, or another doubt; inactive = no such curve, though single readings can be large; an effect the other way counts as inactive or inconclusive.
SMILES,IDH1 R132H inh,Vif-APOBEC3G blk,TrxR1 substrate,LDHA inh,PI4K2A block,RXFP1 ag,Vif-APOBEC3F blk,Glioma ERSR ind,USP1-UAF1 inh
CCC1=Nc2cc(C(=O)NCCCN3CCOCC3)ccc2Sc2ccccc21,0%,5%,-1%,-7,8,-4.0%,0%,-7%,-19%
COc1ccccc1NC(=S)NNC(=O)c1c(Cl)c(C)nn1C,2%,2%,-6%,-6,1,0.8%,6%,0%,-18%
O=C(CN1C(=O)/C(=C/c2ccccc2)SC1=S)Nc1ncc(Cc2ccccc2)s1,9%,1%,7%[57.1 µM],-6,-1,0.2%,6%,-2%,-13%
Cc1nn(-c2ccccc2)c2c1C1(C(=O)N3c4c(cccc41)C(C)CC3(C)C)C(C#N)=C(N)O2 (centres undefined),3%,-9%,0%,39,11,-0.8%,1%,-4%,-23%
CCOC(=O)Cc1c(C)nc2cc(-c3ccc(Cl)cc3)[nH]n2c1=O,-6%,-5%,2%[57.1 µM],-6,-6,3.3%,-2%,1%,-13%
CCN(CC(=O)Nc1ccccc1C(F)(F)F)C(=O)Cc1ccc2c(c1)CCC2,3%,0%,2%,0,1,2.2%,2%,-3%,-11%
Cc1nn(C)c(Cl)c1CN1CCC(CO)(CCOc2ccccc2)CC1,5%,1%,6%[57.1 µM],-6,0,2.8%,-9%,-1%,u
O=C(O)Cc1ccc2oc(-c3cccnc3)nc2c1,4%,-2%,8%,-3,-11,0.0%,-9%,-6%,1%
COc1ccc(N2CCN(C(=O)c3sc4ncn(CC(=O)N5CCCCC5)c(=O)c4c3C)CC2)cc1,-7%,0%,-1%,3,1,1.0%,-7%,-1%,-17%
COc1ccc(OC)c(NC(=O)CSc2ccc3nnc(-c4ccccn4)n3n2)c1,-2%,-8%,-3%,-1,6,20%,3%,-4%,-13%
CC1C(=O)N(Cc2cn(Cc3ccco3)nn2)CCS(=O)(=O)N1Cc1ccc(-c2cccnc2)cc1 (centres undefined),x,-2%,x,-16,u,x,x,0%,x
CCCN(c1ccc(C(C)C)cc1)S(=O)(=O)c1ccc2c(c1)n(C)c(=O)c(=O)n2C,3%,2%,13%,-3,4,3.1%,-2%,-4%,-23%
CC1CCN(CC(=O)Nc2nccs2)CC1,0%,-1%,7%,-1,-5,1.5%,11%,3%,-20%
O=C(NC1CC1)C1CCN(C2CCN(Cc3ccccc3C(F)(F)F)CC2)CC1,-5%,-1%,1%,-2,-5,2.7%,2%,-2%,-26%
Cc1ccccc1CN1CCN(C(=O)c2ccc(S(=O)(=O)NCc3ccco3)cc2)CC1,-5%,1%,1%,3,-2,1.2%,-11%,-4%,-6%
CCOC(=O)C1=C(C)N=C2SCCC(=O)N2C1c1ccc(OCc2ccccc2)cc1 (centres undefined),1%,3%,0%,4,-12,1.1%,-7%,2%,u
COc1cccc(C(=O)COc2cccc(NC(=O)c3ccco3)c2)c1,10%,-6%,-11%,-4,3,-2.0%,-7%,-1%,-22%
COc1ccc2nc(NCc3ccccc3)[nH]c2c1,-2%,u,10%[57.1 µM],-7,5,-3.2%,-10%,3%,-12%
O=C(NOCc1ccccc1)c1cccc([N+](=O)[O-])c1,0%,0%,2%,-7,-1,x,10%,1%,-7%
Cc1ccc(NS(=O)(=O)c2ccc3oc(=O)c4ncn(C)c4c3c2)cc1C,-3%,u,1%,-7,-1,7.9%,4%,u,-7%
CCOc1ccc(OCC)c(NC(=O)c2csc3c2CCCC3)c1,-6%,6%,8%,5,3,1.5%,6%,-2%,u
COc1cc(NC(=O)c2ccccc2-n2cnnn2)cc(OC)c1,-10%,0%,-4%[57.1 µM],-1,1,0.0%,-16%,-5%,-11%
OC(c1ccccn1)C(O)c1ccccn1 (centres undefined),-3%,0%,17%[57.1 µM],-2,5,x,-10%,0%,-1%
Cc1cc(-c2n[nH]c(=S)n2/N=C/c2cccc(O)c2)n[nH]1,1%,1%,-3%,-6,0,2.6%,1%,-5%,-4%
COCCn1nnnc1C(c1ccc(OC)c(OC)c1)N1CCN(c2nc3ccccc3s2)CC1 (centres undefined),8%,u,-5%,-12,-10,-0.1%,-14%,-6%,-16%
COc1ccc(C2(c3ccc(OC)cc3)NC(=O)NC2=O)cc1,3%,-1%,-1%,2,6,6.2%,6%,-1%,-8%
COc1ccc(NC(=O)NCc2ccco2)c(OC)c1,0%,0%,1%,1,3,0.0%,0%,-3%,-14%
CC(=O)N1CCCc2cc(S(=O)(=O)N3CCC(C(=O)NCc4ccccc4)CC3)ccc21,13%,1%,-1%[57.1 µM],3,-1,-0.3%,1%,0%,-22%
Brc1ccc(OCCOCCOc2cccc3cccnc23)cc1,12%,0%,-6%,-2,0,x,2%,-2%,-22%
N#C/C(=C/c1ccc(-c2ccc(S(=O)(=O)N3CCOCC3)cc2)o1)C(=O)NC1CC1,-2%,0%,-1%,-4,2,x,0%,-2%,-5%
COc1ccc(C(C(=O)NC2CCCCC2)N(Cc2cccs2)C(=O)Cc2c[nH]c3ccccc23)cc1OC (centres undefined),-2%,1%,1%[57.1 µM],-12,0,0.3%,u,-3%,-5%
CC1CCCCN1C(=O)COC(=O)c1cccc(NS(=O)(=O)c2ccccc2)c1 (centres undefined),-5%,-14%,-1%[57.1 µM],-5,64,1.8%,-13%,-1%,-22%
O=C(CCc1ccccc1)NC(=S)Nc1ccccc1Br,0%,-1%,-1%,0,5,2.5%,-15%,6%,-19%
COc1cc(C(CCN2CCCC2)c2c(OC)cc(OC)c3ccc(=O)oc23)cc(OC)c1OC (centres undefined),-6%,0%&4%,6%&3%,-3,-4,-1.6%,3%,-4%&0%,-25%
CC(C)N(C(=O)c1ccc(C(=O)Nc2ccc([N+](=O)[O-])cc2)cc1)C(C)C,-1%,1%,-3%,-4,4,-1.9%,-10%,-4%,-8%
Cc1[nH][nH]c(=O)c1N=Nc1ccccc1Cl,10%,-18%,4%[57.1 µM],-1,1,0.7%,0%,-2%,-4%
N#CC1=C(N)N(c2ccc(Cl)cc2)C2=C(C(=O)CCC2)C1c1cc(CN2CCOCC2)cs1 (centres undefined),-16%,-4%,7%,6,-11,-3.3%,-14%,-4%,-6%
Cc1cccc(CNC(=O)c2ccc3nc(Cc4ccccc4F)oc3c2)n1,0%,-7%,-13%,-8,3,0.6%,-1%,4%,-4%
Cc1ccc(OCCSc2nc3ccc(NC(=O)COc4ccc(F)cc4)cc3s2)cc1,-5%,4%,1%,-5,3,2.8%,4%,2%,-9%
CC(C)(C)OC(=O)C[C@H]1C/C=C\C[C@@H](CC(=O)NCCO)C(=O)NC[C@@H](c2ccccc2)OC1=O,-5%,-2%,2%,4,2,x,5%,-2%,-17%
O=C(NCCc1nnc2ccc(NCc3ccc(F)cc3)nn12)c1ccccc1,-5%,-11%,5%,-10,3,1.4%,7%,-3%,-14%
COc1ccc(OCC(=O)N2CCCC(Nc3ccc(C)c(C)c3)C2)cc1 (centres undefined),15%,2%,x,1,-1,x,2%,-2%,-14%

# Nine consecutive records already listed, for reference:
SMILES,IDH1 R132H inh,Vif-APOBEC3G blk,TrxR1 substrate,LDHA inh,PI4K2A block,RXFP1 ag,Vif-APOBEC3F blk,Glioma ERSR ind,USP1-UAF1 inh
COc1cc(C(CCN2CCCC2)c2c(OC)cc(OC)c3ccc(=O)oc23)cc(OC)c1OC (centres undefined),-6%,0%&4%,6%&3%,-3,-4,-1.6%,3%,-4%&0%,-25%
CC(C)N(C(=O)c1ccc(C(=O)Nc2ccc([N+](=O)[O-])cc2)cc1)C(C)C,-1%,1%,-3%,-4,4,-1.9%,-10%,-4%,-8%
Cc1[nH][nH]c(=O)c1N=Nc1ccccc1Cl,10%,-18%,4%[57.1 µM],-1,1,0.7%,0%,-2%,-4%
N#CC1=C(N)N(c2ccc(Cl)cc2)C2=C(C(=O)CCC2)C1c1cc(CN2CCOCC2)cs1 (centres undefined),-16%,-4%,7%,6,-11,-3.3%,-14%,-4%,-6%
Cc1cccc(CNC(=O)c2ccc3nc(Cc4ccccc4F)oc3c2)n1,0%,-7%,-13%,-8,3,0.6%,-1%,4%,-4%
Cc1ccc(OCCSc2nc3ccc(NC(=O)COc4ccc(F)cc4)cc3s2)cc1,-5%,4%,1%,-5,3,2.8%,4%,2%,-9%
CC(C)(C)OC(=O)C[C@H]1C/C=C\C[C@@H](CC(=O)NCCO)C(=O)NC[C@@H](c2ccccc2)OC1=O,-5%,-2%,2%,4,2,x,5%,-2%,-17%
O=C(NCCc1nnc2ccc(NCc3ccc(F)cc3)nn12)c1ccccc1,-5%,-11%,5%,-10,3,1.4%,7%,-3%,-14%
COc1ccc(OCC(=O)N2CCCC(Nc3ccc(C)c(C)c3)C2)cc1 (centres undefined),15%,2%,x,1,-1,x,2%,-2%,-14%

# Screening data (PubChem)

# Not all compounds are listed; rates above refer to the full screens.
